Screens deposited in PubChem BioAssay by several laboratories.
HEK293 NFkB inh = inhibitors of PMA/ionomycin-induced NF-kB reporter, primary screen, antigen receptor NF-kB inhibitor project, cell-based, HEK-293 luciferase reporter, luminescence. HEK-293 NF-kB luciferase reporter. inhibition, % at 3 µM. actives 0.21% (n = 62,000);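 active = inhibition above the mean of all tested compounds plus 3 SD, cut at about 40% in these data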;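 also: 0% = stimulated DMSO wells and 100% = 10 µM reference inhibitor 5653914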
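Signal: luciferase luminescence; Material: HEK-293 cells with stable firefly luciferase reporter driven by four HIV NF-kB elements; Probe or stimulus: PMA with ionomycin; Replication: tested once; Times: 1 h compound pretreatment, then 16 h stimulation at 37 °C, 5% CO2; Benchmarks: DMSO and 10 µM reference inhibitor; Evaluation: per-plate % inhibition versus controls.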
JNK3 blocker = JNK3 kinase activity inhibitors, primary screen, biochemical, human, purified enzyme. Mitogen-activated protein kinase 10 (Homo sapiens), P53779. HTS. inhibition, % at 8 µM. actives 0.61% (n = 60,000). AID 746, 2007; in the data active = inhibition above about 17%;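 also: 0% = DMSO and 100% = reference inhibitor; many of its hits are not listed in these tables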
Target sequence (P53779 whole entry, looked up): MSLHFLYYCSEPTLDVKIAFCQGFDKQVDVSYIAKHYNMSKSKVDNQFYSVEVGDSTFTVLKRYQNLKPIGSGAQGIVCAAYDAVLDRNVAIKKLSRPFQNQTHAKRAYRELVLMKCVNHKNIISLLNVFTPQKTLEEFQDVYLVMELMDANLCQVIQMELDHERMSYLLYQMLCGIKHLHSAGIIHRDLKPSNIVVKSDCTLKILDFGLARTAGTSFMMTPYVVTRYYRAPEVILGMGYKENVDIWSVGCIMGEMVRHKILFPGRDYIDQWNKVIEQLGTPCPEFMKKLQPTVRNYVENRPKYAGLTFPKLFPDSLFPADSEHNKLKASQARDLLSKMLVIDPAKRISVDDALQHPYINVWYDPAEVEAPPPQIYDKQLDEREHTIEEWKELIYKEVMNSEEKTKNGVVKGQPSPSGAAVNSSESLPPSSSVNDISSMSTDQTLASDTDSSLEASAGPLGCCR
TNAP act DEA = human TNAP enzyme activators, primary screen, biochemical, luminescent, intermediate phosphate acceptor level; Alkaline phosphatase, tissue-nonspecific isozyme (Homo sapiens), P05186; purified TNAP, CDP-star luminescence, 100 mM DEA, 30 min; stronger effect = higher value; scale: 0 levamisole-inhibited, 1 vehicle-only enzyme; activation factor at 20 µM; 64,000 tested, under 10 active;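 active = activation factor of at least 2 at 20 µM, relative to controls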
ROCK2 inh = inhibitors of human ROCK2 kinase, primary screen, biochemical, high-throughput, luminescence. Rho-associated protein kinase 2 (Homo sapiens), O75116. purified ROCK2, Kinase-Glo ATP depletion luminescence. inhibition, % at 6 µM. actives 0.35% (n = 60,000). AID 604, 2007;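 active = inhibition above the screen-wide mean inhibition plus 3 SD, cut at about 18% in these data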;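 also: plate controls were DMSO wells for no effect and Y-27632 control wells after no-enzyme background subtraction for full effect; many of its hits are not listed in these tables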
DUSP1 inh = MKP-1 phosphatase inhibitors, primary screen, biochemical, in vitro; recombinant MKP-1, OMFP hydrolysis fluorescence; actives 0.15% (n = 65,000); Dual specificity protein phosphatase 1 (Homo sapiens), P28562; inhibition, %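 (compounds tested at a single concentration somewhere between 10 and 100 µM)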; AID 374, 2006;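 active = inhibition above about 50%, limit read from the data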;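 also: 0% = DMSO max control wells and 100% = wells with enzyme stopped by NaOH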
MMP-13 inhibitor = human MMP13 inhibitors, primary screen, biochemical, FRET peptide cleavage; Collagenase 3 (Homo sapiens), P45452; MMP-13 fTHP FRET cleavage, Mca fluorescence; inhibition, % at 4 µM; actives 0.07% (n = 65,000);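 active = inhibition above the mean of compound-free control plate wells plus 3 SD, cut at about 14% in these data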;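 also: 0% = DMSO wells and 100% = wells with reference MMP-13 inhibitor after basal subtraction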
PKA inh = inhibitors of human PKA kinase activity, primary screen, biochemical, ATP-depletion luminescence, Kemptide substrate | PKA Kemptide phosphorylation, Kinase-Glo ATP luminescence | AID 524, 2006 | inhibition, % at 6 µM | cAMP-dependent protein kinase catalytic subunit alpha (Homo sapiens), P17612 | actives 0.1% (n = 65,000);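 active = inhibition above the screen-wide mean inhibition plus 3 SD, cut at about 21% in these data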; also: many of its hits are not listed in these tables
Cdc25B inh = inhibitors of Cdc25B phosphatase catalytic domain, primary screen, biochemical, OMFP fluorescence; M-phase inducer phosphatase 2 (Homo sapiens), P30305; recombinant Cdc25B, OMFP fluorescence Ex485/Em525; inhibition, %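 (compounds tested at 10 µM final in the well)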; actives 0.1% (n = 65,000); in the data active = inhibition above about 50%
Target sequence (P30305 whole entry, looked up, the tested form may be a part): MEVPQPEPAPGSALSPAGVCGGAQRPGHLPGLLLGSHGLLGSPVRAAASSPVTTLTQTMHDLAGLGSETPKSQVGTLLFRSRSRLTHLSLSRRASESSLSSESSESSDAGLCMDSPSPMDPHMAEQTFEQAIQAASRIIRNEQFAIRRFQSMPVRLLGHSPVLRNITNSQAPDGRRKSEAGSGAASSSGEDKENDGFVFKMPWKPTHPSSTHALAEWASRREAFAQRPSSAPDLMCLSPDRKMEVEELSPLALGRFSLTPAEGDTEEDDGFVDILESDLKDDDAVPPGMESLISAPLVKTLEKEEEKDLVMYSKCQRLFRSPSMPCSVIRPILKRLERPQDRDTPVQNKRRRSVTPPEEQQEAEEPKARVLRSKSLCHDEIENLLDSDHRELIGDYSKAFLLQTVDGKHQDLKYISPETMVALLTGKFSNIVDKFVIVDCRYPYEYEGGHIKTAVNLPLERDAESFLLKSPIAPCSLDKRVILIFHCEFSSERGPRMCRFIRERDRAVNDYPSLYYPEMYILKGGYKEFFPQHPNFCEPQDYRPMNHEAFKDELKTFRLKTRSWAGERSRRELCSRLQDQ
Jurkat tox 60K = cytotoxicity toward Jurkat T cells, primary screen, cytotoxicity control, cell-based, Jurkat E6.1, 60K MLSMR library; actives 1.2% (n = 56,000); Jurkat E6.1 viability, ATP luminescence, 48 h; inhibition, % at 4 µM;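 active = inhibition above the mean inhibition of all tested compounds plus 3 SD, cut at about 28% in these data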
Starred values were filed as active, the others as inactive; / = no result given; [ ] = another dose, or the depositor's remark.

SMILES	HEK293 NFkB inh	JNK3 blocker	TNAP act DEA	ROCK2 inh	DUSP1 inh	MMP-13 inhibitor	PKA inh	Cdc25B inh	Jurkat tox 60K
N#Cc1cn(CC(=O)NCc2cccnc2)c2ccccc12	15	2	0.9	8	16	4	11	-6	-7
Cn1nc(C(C)(C)C)cc1C(=O)NCc1ccc(N2CCCC2=O)cc1	30	-4	0.9	5	-7	-4	6	-5	23
CC1Cc2ccccc2N1C(=O)C1CCCN1S(=O)(=O)c1ccc(Cl)cc1 (configuration not stated)	3	1	0.9	2	15	3	3	-3	-3
O=S1(=O)CCC(NS(=O)(=O)c2cccc3cccnc23)C1 (configuration not stated)	4	-2	0.9	12	0	3	5	-1	1
O=C(NCC1CCCO1)c1ccc2c(=O)n(CCc3ccccc3)c(=O)[nH]c2c1 (configuration not stated)	16	/	0.9	/	8	-14	4	-2	/
N=c1c(S(=O)(=O)c2ccccc2)cc2c(=O)n3ccccc3nc2n1CC1CCCO1 (configuration not stated)	8	/	0.9	/	20	-184[fluorescence artefact?]	11	4	/
COc1cc(NC(=O)Cc2ccccc2)ccc1NC(=O)c1ccco1	15	-2	0.9	6	6	-1	5	2	-5
Nc1nnc(Cc2ccc(Cl)cc2)s1	14	-5	0.8	0	-18	6	2	-16	1
O=C(Nc1nc2c(s1)CCCC2)c1cccs1	-46	4	1	-12	11	4	-9	7	15
Cc1cccn2c(=O)c3cc(C(=O)NC4CCCCC4)c(=N)n(CCN4CCOCC4)c3nc12	23	-5	1	2	-5	3	3	6	-1
O=C(c1cc(-c2ccccn2)nc2c(Cl)cccc12)N1CCN(C(=O)C2CCCO2)CC1 (configuration not stated)	6	1	1	12	20	-3	11	-10	-7
O=C(CCNc1ccc(F)cc1)c1ccco1	7	5	0.9	4	8	-1	8	-12	1
CCc1nc(SCC(=O)Nc2c(C)n(C)n(-c3ccccc3)c2=O)n[nH]1	11	0	0.9	4	-30	0	9	-3	0
CC(=O)c1nnn(-c2nc(N)nc(N(c3ccccc3)c3ccccc3)n2)c1C	6	7	1	5	18	2	8	4	10
Cc1ccc(C(c2sc3nc(C)nn3c2O)N2CC(C)OC(C)C2)cc1 (configuration not stated)	16	-4	1	4	9	8	13	5	-6
CCOC(=O)c1c(C)[nH]c(C(=O)OCc2c(C)noc2C)c1C	12	1	1	-8	2	9	-9	0	22
c1cncc(Oc2cccc(Oc3cccnc3)c2)c1	/	2	0.9	4	-12	-1	6	-5	/
COc1cccc(-n2c(C)c(C(C)=O)c(C(C)=O)c2C)c1	23	6	0.9	3	8	-4	-1	0	-4
COc1ccc(C2C(C#N)=C(N)OC(C(C)(C)C)=C2C#N)cc1OC (configuration not stated)	-5	2	0.9	4	-10	-6	1	4	2
COCCN(CCOC)S(=O)(=O)c1ccc(C(=O)Nc2nc(C)c(C(C)=O)s2)cc1	4	0	0.9	-3	4	-1	-5	-4	1
CCn1ncc(Br)c1C(=O)Nc1sc2c(c1C(N)=O)CCC2	15	-5	1	6	-5	-3	10	6	3
COc1ccc(-c2nc(C)c(C(C)=O)n2O)cc1OC	-1	2	0.9	2	-3	-2	7	-6	-2
Cc1cccc(OCCn2c(=O)n(C)c3ccccc32)c1	-22	4	1	5	2	4	-3	-8	3
O=C(CN1CCN(S(=O)(=O)c2ccc(Br)cc2)CC1)Nc1ccc(F)cc1F	22	0	0.8	2	9	3	-3	-20	1
CN(CCNC(=O)c1cc2c(=O)n(C)c3ccccc3c2n1C)Cc1ccccc1	8	-1	1	2	7	-27	8	-25	-1

The final five entries of the part above come first, to join the parts.
SMILES	HEK293 NFkB inh	JNK3 blocker	TNAP act DEA	ROCK2 inh	DUSP1 inh	MMP-13 inhibitor	PKA inh	Cdc25B inh	Jurkat tox 60K
CCn1ncc(Br)c1C(=O)Nc1sc2c(c1C(N)=O)CCC2	15	-5	1	6	-5	-3	10	6	3
COc1ccc(-c2nc(C)c(C(C)=O)n2O)cc1OC	-1	2	0.9	2	-3	-2	7	-6	-2
Cc1cccc(OCCn2c(=O)n(C)c3ccccc32)c1	-22	4	1	5	2	4	-3	-8	3
O=C(CN1CCN(S(=O)(=O)c2ccc(Br)cc2)CC1)Nc1ccc(F)cc1F	22	0	0.8	2	9	3	-3	-20	1
CN(CCNC(=O)c1cc2c(=O)n(C)c3ccccc3c2n1C)Cc1ccccc1	8	-1	1	2	7	-27	8	-25	-1
C=CCOc1ccc(C2c3c(oc4ccccc4c3=O)C(=O)N2c2ccccn2)cc1OCC (configuration not stated)	2	11	0.9	5	8	0	10	0	-4
COc1ccc(Cn2nnnc2CN2CCC(c3nc4ccccc4s3)CC2)cc1	6	3	0.9	3	18	8	10	-5	3
CCCn1c(SCC(=O)Nc2nnc(CC)s2)nnc1-c1ccco1	-7	-2	0.9	-1	-19	3	-3	-3	-5
CCOC(=O)NCC(C)(C)CNC(=O)OCC	15	-7	1	1	6	3	7	-16	4
COc1ccccc1C1N(c2ccc(Cl)cc2)C(=O)C2CCCN21 (configuration not stated)	-28	7	1	4	8	3	8	8	5
CC(=O)c1cccc(OCCN2C(=O)NC(C)(C)C2=O)c1	4	-2	0.9	10	-7	2	2	-8	0
CC1CCCN(S(=O)(=O)c2ccc(NC(=O)Cn3nnc(-c4ccccc4F)n3)cc2)C1 (configuration not stated)	18	12	0.9	-1	-19	1	6	4	0
CCn1c(CCn2ccnc2C)n[nH]c1=S	6	-1	0.9	8	-2	0	6	1	5
Cc1oc(-c2cccs2)nc1CS(=O)CC(=O)NC1CCCCCC1 (configuration not stated)	-9	-3	0.9	0	35	0	-5	-2	-7
C=C(C)CSc1nc2nc(C)cc(C)n2n1	-2	9	0.9	4	6	-2	3	-9	-6
CC(=O)NCC(=O)OCN1C(=O)c2ccccc2C1=O	/	1	1	3	-14	-9	-1	18	/
Cc1cccc(NC(=O)Cn2c(=O)n(Cc3ccco3)c(=N)c3c4c(sc32)COC(C)(C)C4)c1	14	-6	1	-2	26	7	-3	20	8
Cc1nn(CC(=O)Nc2ccc3c(c2)nc(CN2CCCCC2)n3C)c(=O)c2ccccc12	18	5	1	5	22	0	1	6	1
COC(=O)C1=C(N)Oc2cc(C)n(Cc3cccnc3)c(=O)c2C1c1cc(OC)ccc1OC (configuration not stated)	11	-10	1	-1	-9	2	-1	-4	3
CCN=C1SC(CC(=O)NC(N)=O)C(=O)N1CC (configuration not stated)	0	/	0.8	/	5	0	-2	7	/
Cc1ccc(S(=O)(=O)Nc2ccc(C(=O)Nc3cc(C)on3)cc2)cc1	24	6	0.9	-7	2	1	2	-10	12
Cc1cc(C)n(-c2ccc(Cl)c(C(=O)O)n2)n1	15	1	0.8	0	17	0	-1	1	-5
N#Cc1c(N2CCCCC2)nc(N2CCCCC2)c2c1CCN(Cc1ccccc1)C2	/	6	1	2	-23	-14	2	-40	/
O=c1c2ccccc2nnn1CSc1nnc(-c2cccc(S(=O)(=O)N3CCCCC3)c2)o1	13	/	1	/	16	1	-8	-9	/
CC(C)N(C(=O)N1CCC(c2nc(-c3ccncc3)no2)CC1)C(C)C	27	6	0.8	-6	-1	-2	-1	-23	25
Cn1nc(OCCOc2ccccc2)ccc1=O	22	3	0.9	4	0	5	10	-15	-2
CCc1ccc(NC(=O)CC2NCCNC2=O)cc1 (configuration not stated)	13	4	0.9	5	3	-3	2	-7	-8
CN1/C(=C/C=N/n2cnnc2)C(C)(C)c2ccccc21	24	/	1	/	0	0	8	4	/
COc1cc(-c2c(C#N)c(N)nc3c2c(C)nn3-c2ccc(C)c(C)c2)cc(OC)c1OC	16	6	0.9	2	30	-54	4	4	4
CCc1[nH]c(=O)c(C#N)c2c1CCCC2	/	1	0.9	-2	-12	-11	4	-1	/

Shown as labelled records: part of the list above
mol: CC1CCCN(S(=O)(=O)c2ccc(NC(=O)Cn3nnc(-c4ccccc4F)n3)cc2)C1 (configuration not stated)
  HEK293 NFkB inh: 18	JNK3 blocker: 12	TNAP act DEA: 0.9	ROCK2 inh: -1	DUSP1 inh: -19	MMP-13 inhibitor: 1	PKA inh: 6	Cdc25B inh: 4	Jurkat tox 60K: 0
mol: Cn1nc(OCCOc2ccccc2)ccc1=O
  HEK293 NFkB inh: 22	JNK3 blocker: 3	TNAP act DEA: 0.9	ROCK2 inh: 4	DUSP1 inh: 0	MMP-13 inhibitor: 5	PKA inh: 10	Cdc25B inh: -15	Jurkat tox 60K: -2
mol: CCc1ccc(NC(=O)CC2NCCNC2=O)cc1 (configuration not stated)
  HEK293 NFkB inh: 13	JNK3 blocker: 4	TNAP act DEA: 0.9	ROCK2 inh: 5	DUSP1 inh: 3	MMP-13 inhibitor: -3	PKA inh: 2	Cdc25B inh: -7	Jurkat tox 60K: -8
mol: COc1ccccc1C1N(c2ccc(Cl)cc2)C(=O)C2CCCN21 (configuration not stated)
  HEK293 NFkB inh: -28	JNK3 blocker: 7	TNAP act DEA: 1	ROCK2 inh: 4	DUSP1 inh: 8	MMP-13 inhibitor: 3	PKA inh: 8	Cdc25B inh: 8	Jurkat tox 60K: 5

Other records follow.
SMILES	HEK293 NFkB inh	JNK3 blocker	TNAP act DEA	ROCK2 inh	DUSP1 inh	MMP-13 inhibitor	PKA inh	Cdc25B inh	Jurkat tox 60K
COc1cc(NC(=O)c2ccc(Cl)cc2)c(OC)cc1NC(=O)CN1CCOCC1	3	-8	0.9	7	14	0	4	5	-10
CNc1nc(C)nc(-c2ccccc2O)n1	10	3	0.9	7	2	-15	11	-9	-4
CCOC(=O)C1=C(Cn2cnc3ccccc32)NC(=O)NC1c1cc(C)ccc1C (configuration not stated)	1	0	0.9	10	13	-1	11	-6	-3
COc1ccc(CN(Cc2ccccn2)S(=O)(=O)c2ccc(-n3cnnn3)c(OC)c2)cc1	8	7	0.9	5	10	1	14	-6	-2
CCSc1nc2c(c(=O)n(C)c(=O)n2C)n1Cc1ccc(Cl)cc1	24	-2	0.9	-1	10	2	10	4	1
O=C(Nc1ccc2c(c1)CCC2)c1cnn2c1NC(c1ccco1)CC2C(F)(F)F (configuration not stated)	-2	-1	0.9	6	4	-1	8	-13	-4
CC1CCC(NC(=O)c2cc3c(s2)CS(=O)(=O)C3)CC1 (configuration not stated)	14	4	1	2	3	-3	4	-28	3
O=C(CSc1ncnc2c1oc1ccccc12)Nc1cccc(Cl)c1	2	5	0.9	7	8	-1	11	-7	-9

Compounds as they come, and some 1.9% of all compounds hit somewhere here.
